Compound activity: PubChem BioAssay, several laboratories
LYP inhibition = inhibitors of LYP phosphatase, biochemical, fluorescence intensity, uHTS (AID 1779); recombinant LYP phosphatase, fluorescence intensity; higher % means a stronger effect; one-dose inhibition, % at 11.5 µM; IC50 in µM for titrated hits; 0.054% of 290,000 active; in the data active = inhibition above about 50%;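 note: plate controls were vehicle with enzyme for no effect and no enzyme for full effect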
Myeloid diff 2 = induction of myeloid progenitor differentiation, primary screen, cell-based, flow cytometry, MLPCN library. 1% of 360,000 active. calls only at 10 µM. AID 624256, 2012. ER-HoxA9 myeloid progenitors, lysozyme-GFP differentiation;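 active = normalized GFP-positive differentiation at or above the plate's own cutoff, the solvent-only control mean plus 3 SD; inconclusive = no clear call, values can overlap the other calls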;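 note: cells exposed to compound for four days before flow analysis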
Myeloid diff 2 GFP+ MAC1+ % = recorded beside Myeloid diff 2, whose call it bears; GFP+ MAC1+ double positive, %; measured here: differentiation confirmed by MAC1 staining
An asterisk follows results filed as active; i = inactive; ? = inconclusive; . = not tested or not shown. Not all compounds are listed; count on the stated rates, not on these rows.

SMILES	LYP inhibition	Myeloid diff 2	Myeloid diff 2 GFP+ MAC1+ %
COc1cccc(/C=C2\SC(=S)N(CC(=O)N(C)C3CCS(=O)(=O)C3)C2=O)c1 (configuration not stated)	-3%	?	.
O=C(CSc1ccc(-c2ccccc2)nn1)NC1CCCC1	-7%	i	3.8
O=C(NCc1ccc(Cl)cc1)C(=O)NCC1OCCN1S(=O)(=O)c1cc(F)ccc1F (configuration not stated)	-8%	i	3.0
CC(C)(C)C(=O)Nc1ccnn1C1CCN(C(=O)c2cccc(Cl)c2)CC1	-5%	i	0.9
Cc1ccc(S(=O)(=O)N2CCC(NC(=O)c3cccnc3)CC2)cc1Cl	-3%	i	0.2
COc1ccc(OCC(=O)Nc2ccc(NC(=O)c3cccs3)cc2)cc1	-8%	i	1.2
CCOc1ccccc1/C=C(/NC(=O)c1ccccc1)C(=O)N1CCCCC1	-1%	i	1.0
COc1ccc(C(=O)Nc2ccc(/C(C)=N/NC(=O)c3ccncc3)cc2)cc1	-4%	i	0.8
O=C(NCc1cccnc1)C12CC3CC(CC(C3)C1)C2	-2%	i	1.0
O=C(c1ccc(-n2cncn2)c([N+](=O)[O-])c1)N1CCN(S(=O)(=O)c2ccc(Cl)cc2)CC1	-11%	i	0.4
Cc1ccc(C)c(N2CCN(C(=O)CCS(=O)(=O)c3ccc4c(c3)NC(=O)CO4)CC2)c1	-8%	i	2.1
COc1ccc(CNC(=O)COc2ccc(Br)c(C)c2)cc1	-7%	i	0.5
COC(CN(C)S(=O)(=O)c1cc2c3c(c1)CCN3C(=O)CC2)OC	-10%	i	1.7
COc1cccc(CN2CC(C(=O)NCCc3ccccc3C(F)(F)F)CCC2=O)c1 (configuration not stated)	-7%	i	0.0
COc1ccccc1CN1CCN(Cc2ccc3ccccc3c2)CC1	-11%	i	0.2
CCOc1ccc(NC(=O)CN2C(=O)COc3ccc(S(=O)(=O)N4CCCCC4)cc32)cc1	-6%	i	11
COc1cc2c(cc1OC)C(C)N(C(=O)Cc1ccc(C(F)(F)F)cc1)CC2 (configuration not stated)	-6%	i	0.6
Nc1ccc(Oc2ccc3c(c2)C(=O)NC3=O)cc1	4%	i	0.5
CC(=O)N1c2ccc(S(=O)(=O)N(C)CC(=O)N3CCCC3)cc2CC1C (configuration not stated)	-12%	i	3.2
COc1ccc(/C=C/C(=O)N2CCN(c3ccccn3)CC2)c(OC)c1OC	0%	i	0.7
CCCCC(=O)N1CCN(c2nc3ccc(Br)cc3s2)CC1	12%	i	2.7
O=C(c1ccc(CS(=O)Cc2ccc(Cl)cc2)o1)N1CCN(c2cccc(Cl)c2)CC1 (configuration not stated)	-5%	i	3.3
Cc1cccc(NC(=O)CCS(=O)(=O)c2ccc(Br)cc2)c1	-6%	i	0.6
CCOC(=O)N1CCN(CC(O)COc2c(C)cc(C)cc2C)CC1 (configuration not stated)	-3%	i	0.7
CC1CC(C)CN(C(=O)C2CCN(S(=O)(=O)N3CCC4(CC3)OCCO4)CC2)C1 (configuration not stated)	-9%	i	1.6
Cc1ccnc(NC(=O)CCC(=O)N(CC(=O)NCc2ccc(F)cc2)c2ccc(F)cc2)c1	-6%	i	0.5
Cc1ccc(-c2nnc(-c3cccnc3)o2)cc1	2%	i	1.1
COc1ccc(S(=O)(=O)N(C)c2ccc(C(=O)NC3CC3)cc2)cc1	-7%	i	0.0
CCCCCC(=O)O/N=C(\C)c1ccn(S(=O)(=O)c2ccccc2)c1	-5%	i	0.5
CN(Cc1nc(-c2ccc(Cl)cc2)no1)C(=O)c1ccco1	-5%	i	0.3
O=C(N/N=C/c1ccc2c(c1)OCO2)c1ccc(COCC(F)(F)C(F)F)cc1	-3%	i	1.4
C/C(=N\NC(=O)c1ccccc1Cl)c1ccccn1	-6%	?	.
N#Cc1ccc(-c2cn3c(n2)SCC3)cc1	-18%	i	0.7
CCSc1nnc(N2C(=O)c3ccc(C(=O)c4ccc(C(=O)O)cc4)cc3C2=O)s1	-10%	i	0.6
CCOc1ccccc1N1C(=O)CC(Sc2nccc(C)n2)C1=O (configuration not stated)	-1%	i	0.0
CCn1c(SCC(=O)Nc2cc(C)on2)nnc1-c1ccc(C)cc1	-7%	i	6.7
CC(C)n1c(SCC(=O)N2CCCCC2)nc2c1c(=O)n(C)c(=O)n2C	-7%	i	0.4
Nc1ccc(S(=O)(=O)Nc2ccc(C(=O)c3ccccc3)cc2)cc1	-5%	i	0.8
CCn1cc(CN2CCC(C(=O)Nc3cccc(-c4cccc(OC)c4)c3)CC2)c(C)n1	-7%	i	6.3
Cc1ccc(C(=O)N/C(=C\c2cccnc2)C(=O)N2CCCC2)cc1	-6%	i	0.0
CS(=O)(=O)N1CCc2cc(C(=O)Nc3ccc(COCC(F)(F)F)cc3)ccc21	-10%	i	0.3
CCc1c(C2(O)CCCCC2)[nH]c2c(C(=O)OC)cc(Cl)cc12	-4%	i	0.7
C=CCN(CC=C)C(=O)CN1C(=O)NC(Cc2c[nH]c3ccccc23)C1=O (configuration not stated)	-9%	i	0.3
CN(CC(=O)NCCc1ccc(Cl)cc1)S(=O)(=O)c1cccs1	-4%	i	0.5
CCc1ccc(Nc2cc(C)nc3ncnn23)cc1	-4%	i	0.3
CCCOc1ccc(/C=C/C(=O)N2CCOCC2)cc1	-10%	i	0.5
COc1ccc(OC)c(CN2CCSCC2)c1	-13%	i	0.8
COc1ccc(N(CC(=O)Nc2cccnc2)S(=O)(=O)c2ccc(C)cc2)cc1Cl	-12%	i	0.3
Cc1cc(NC(=O)c2ccc(F)cc2)ccc1NC(=O)c1ccco1	-2%	i	0.9
CN(C)c1ccc(-c2ccc3c(=O)c4ccccc4n(C)c3c2)cn1	-12%	i	0.3
COc1ccc(S(=O)(=O)N2CCCCCC2)cc1C(=O)N1CCCCC1	-3%	i	0.5
O=C(O)Cn1c(=O)c2c3c(sc2n(Cc2ccccc2)c1=O)CCCC3	-1%	i	0.3
O=C(/C=C/NNC(=O)c1ccccc1O)c1ccccc1	-10%	i	0.8
COc1ccc(/C=C/c2nc(C#N)c(NCCN(C)C)o2)cc1OC	-8%	i	0.4
Nc1ccccc1-c1nnc2n1CCCCC2	-12%	i	0.6
COc1ccc(Nc2cc(Sc3ccc(OC)cc3)ncn2)cc1	-3%	i	0.5
CC(=O)Nc1ccc(NC(=O)c2c(-c3ccccc3)noc2C)cn1	-10%	i	0.3
CN(C)/C=C/C(=O)c1ccc2noc(-c3ccc(F)cc3)c2c1	0%	i	0.3
CC12CCC(=O)N1C(C(=O)N1CCN(c3ccc(C(F)(F)F)cc3[N+](=O)[O-])CC1)CS2 (configuration not stated)	-6%	i	1.0
Cc1c(OCC(N)=O)ccc2c(-c3ccccc3)cc(=O)oc12	2%	i	1.2

Just LYP inhibition, for 3 of the compounds above:
molecule | LYP inhibition
CCc1c(C2(O)CCCCC2)[nH]c2c(C(=O)OC)cc(Cl)cc12 | -4%
Cc1cc(NC(=O)c2ccc(F)cc2)ccc1NC(=O)c1ccco1 | -2%
C=CCN(CC=C)C(=O)CN1C(=O)NC(Cc2c[nH]c3ccccc23)C1=O (configuration not stated) | -9%

The listing picks up, repeating the 3 entries before the break.
SMILES	LYP inhibition	Myeloid diff 2	Myeloid diff 2 GFP+ MAC1+ %
CN(C)/C=C/C(=O)c1ccc2noc(-c3ccc(F)cc3)c2c1	0%	i	0.3
CC12CCC(=O)N1C(C(=O)N1CCN(c3ccc(C(F)(F)F)cc3[N+](=O)[O-])CC1)CS2 (configuration not stated)	-6%	i	1.0
Cc1c(OCC(N)=O)ccc2c(-c3ccccc3)cc(=O)oc12	2%	i	1.2
O=C1CCC(O)CCN1CCSc1ccccc1 (configuration not stated)	-12%	i	1.5
CCOC(=O)c1c(NC(=O)C2CCCCC2)sc2c1CCN(C(C)C)C2	-8%	i	4.1
CCCCn1c(N)c(N(Cc2ccccc2OC)C(=O)CCC(C)C)c(=O)[nH]c1=O	-6%	i	0.4
CCOC(=O)COc1ccc(Br)cc1/C=C1\SC(N)=NC1=O	0%	i	0.3
O=C(NCc1ccccc1F)C1CCCN(S(=O)(=O)N2CCOCC2)C1 (configuration not stated)	-8%	i	1.2
CC1(C)CC(=O)N(c2cc(Cl)ccc2Cl)C(=O)C1	-13%	i	0.4
CC(=O)c1cccc(NC(=O)C(C)OC(=O)Cc2n[nH]c(=O)c3ccccc23)c1 (configuration not stated)	-6%	i	0.3
O=C(CN1C(=O)/C(=C/c2ccc(Cl)cc2)SC1=S)NC1C=CS(=O)(=O)C1 (configuration not stated)	-1%	i	1.3
CCOc1ccc(N2CC(C(=O)NCCc3ccc(F)cc3)CC2=O)cc1 (configuration not stated)	-2%	i	0.8
CCOc1ccc(NC(=O)C2CCN(S(=O)(=O)c3ccc4c(c3)C(C)(C)C(=O)N4C)CC2)cc1	-7%	i	2.2
O=C(Nc1nccs1)C1CC(=O)N(CCc2ccc(F)cc2)C1 (configuration not stated)	-9%	i	1.4
CCCOC(=O)C1=C(C)N(C)C(=O)NC1c1cc2c(cc1Br)OCO2 (configuration not stated)	-7%	i	0.2
CC(C)c1nc(CNC(=O)CC2C(=O)NCCN2Cc2cccc(F)c2F)cs1 (configuration not stated)	-5%	i	0.0
CCCCn1nc(NC(=O)CCC)c2cc3cc(OC)ccc3nc21	-5%	i	1.5
Cn1c(NCCO)nc2c1c(=O)n(Cc1ccc(F)cc1)c(=O)n2C	-9%	i	1.0
CCCNC(=O)Cn1cc(S(=O)(=O)N2CCCC2)c(S(=O)(=O)N2CCCC2)c1	-5%	i	0.9
CCCn1c(NC(=O)C2CCN(C(=O)c3ccc(F)cc3)CC2)nc2ccccc21	0%	i	0.6
C#Cc1cccc(NC(=O)Cc2cccs2)c1	-14%	i	0.3
NC(=O)c1ccc(Nc2ccc3c(c2)CCC3)c([N+](=O)[O-])c1	-8%	i	0.6
O=C1CCN(Cc2ccc(Br)cc2)CCN1[C@H](CO)Cc1ccccc1	-10%	i	1.5

Shown as labelled records: entries from further up
SMILES: CCCCn1nc(NC(=O)CCC)c2cc3cc(OC)ccc3nc21
  LYP inhibition: -5%	Myeloid diff 2: i	Myeloid diff 2 GFP+ MAC1+ %: 1.5
SMILES: Cn1c(NCCO)nc2c1c(=O)n(Cc1ccc(F)cc1)c(=O)n2C
  LYP inhibition: -9%	Myeloid diff 2: i	Myeloid diff 2 GFP+ MAC1+ %: 1.0
SMILES: CCCNC(=O)Cn1cc(S(=O)(=O)N2CCCC2)c(S(=O)(=O)N2CCCC2)c1
  LYP inhibition: -5%	Myeloid diff 2: i	Myeloid diff 2 GFP+ MAC1+ %: 0.9

Further compounds follow.
SMILES	LYP inhibition	Myeloid diff 2	Myeloid diff 2 GFP+ MAC1+ %
O=CNCc1nc2ccccc2n1CCCc1ccccc1	-8%	i	0.8
O=S(=O)(/N=C(/Nc1cccc2ccccc12)c1ccccc1)c1ccc(Br)cc1	-4%	i	0.3
COc1cccc(Oc2ccc(S(=O)(=O)N3CCCC3)cc2[N+](=O)[O-])c1	-5%	i	0.3
COc1ccc(N2CCN(C(=O)c3sc4ncn(CC(=O)N5CCCCC5C)c(=O)c4c3C)CC2)cc1 (configuration not stated)	-4%	i	1.0
Cc1ccc(C2=NS(=O)(=O)N(C)C(C(=O)NCc3ccc4c(c3)OCO4)=C2)cc1	-5%	i	3.1
CCCC(C(=O)NC1CCCC1)N(C(=O)Cn1nnc(-c2ccc(C)o2)n1)c1ccccc1F (configuration not stated)	-11%	i	0.8
CCN(c1ccccc1)S(=O)(=O)c1nnc(NC(=O)c2ccco2)s1	-3%	i	3.1
O=C(O)C1CCN(S(=O)(=O)c2cccc3nonc23)CC1	-2%	i	0.9
O=C(CSc1nncc(=O)[nH]1)Nc1cccc([N+](=O)[O-])c1	-6%	i	1.7
COc1ccc(C)cc1NC(=O)CCNS(=O)(=O)c1ccc2c(c1)CCC(=O)N2	-14%	i	1.2
CCOc1ccccc1CNC(=O)c1ccc2nc(N3CCOCC3)sc2c1	-6%	i	2.6
CCOCCCN(C)C1CCN(C(=O)c2oc3ccccc3c2NC(=O)COc2ccc(F)cc2)CC1	-12%	i	1.6
Cc1ccc(NC(=O)CCCn2nc(C)c3c(C)n(-c4ccccc4)nc3c2=O)cc1C	-8%	i	5.1
O=C(Nc1ccc(N2CCCC2)cc1)c1cccc(Cl)c1Cl	-7%	i	0.1
COc1ccccc1NC(=O)c1ccc(NC(=O)c2ccco2)cc1	5%	?	.
O=C(O)C1CCCN1C1=NS(=O)(=O)c2ccccc21 (configuration not stated)	-1%	i	0.5
CC(C)(C)NC(=O)Cn1c(SCC(=O)NC2CC2)nc2ccccc21	-14%	i	0.9
Cc1cc(S(=O)(=O)NCC2CCCO2)c(C)cc1Br (configuration not stated)	-4%	i	0.1
COc1ccc(C2CC(=O)C(C=NCC(C)C)=C(O)C2)cc1 (configuration not stated)	-12%	i	0.6
CCOC(=O)C(N)CSC1CC(=O)N(c2ccc(OCC)cc2)C1=O (configuration not stated)	-13%	i	0.4
CCOc1ccccc1N(CC(=O)NCC1CCCO1)C(=O)CCC(=O)Nc1cc(C)on1 (configuration not stated)	-8%	i	0.8
CCN(c1ccccc1)S(=O)(=O)c1ccc(C(=O)N(CCCN(C)C)c2nc3c(C)cccc3s2)cc1	-6%	?	.
CC(CNC(=O)c1ccc(C#N)cc1)NC(=O)c1ccc(C#N)cc1 (configuration not stated)	2%	i	0.8
O=S(=O)(NCCc1ccccc1)c1ccc(F)cc1	-9%	i	0.4
CCOc1ccc(C(=O)NC(C(=O)NCCc2ccc(S(N)(=O)=O)cc2)C(C)C)cc1 (configuration not stated)	-6%	i	1.9
FCCCOc1ccc(-c2nccc(-c3ccccn3)n2)cc1	-3%	i	0.5
COc1ccc(C2(O)C(=O)Nc3ccc(C)cc32)cc1OC (configuration not stated)	-4%	i	0.5
O=C(COc1ccccc1Cl)N1CCCCCCC1	-11%	i	0.5
